Screening results deposited in PubChem by The Scripps Research Institute Molecular Screening Center.
EBNA-1 inhibitor = blocks EBNA-1 binding to DNA. EBNA-1 DNA binding, fluorescence polarization. inhibition, % at 14.8 µM. 300,000 tested, 0.34% active. AID 1950; in the data active means inhibition above about 28%
ZTA DNA inh = counter-screen for EBNA-1 inhibitors: inhibitors of Epstein-Barr virus ZTA | ZTA-DNA binding, fluorescence polarization | 320,000 tested, 0.15% active | inhibition, % at 11 µM; in the data active means inhibition above about 33%
PREPL inhibitor = human PREPL enzyme inhibition; 320,000 tested, 0.68% active; Q4J6C6; AID 2751; recombinant PREPL, fluorescence polarization activity-based probe; inhibition, % at 5.96 µM; in the data active means inhibition above about 43%;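 further: 0% = enzyme with DMSO and 100% = wells lacking enzyme; many of its hits are not listed in these tables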
Target sequence (Q4J6C6 whole entry, looked up): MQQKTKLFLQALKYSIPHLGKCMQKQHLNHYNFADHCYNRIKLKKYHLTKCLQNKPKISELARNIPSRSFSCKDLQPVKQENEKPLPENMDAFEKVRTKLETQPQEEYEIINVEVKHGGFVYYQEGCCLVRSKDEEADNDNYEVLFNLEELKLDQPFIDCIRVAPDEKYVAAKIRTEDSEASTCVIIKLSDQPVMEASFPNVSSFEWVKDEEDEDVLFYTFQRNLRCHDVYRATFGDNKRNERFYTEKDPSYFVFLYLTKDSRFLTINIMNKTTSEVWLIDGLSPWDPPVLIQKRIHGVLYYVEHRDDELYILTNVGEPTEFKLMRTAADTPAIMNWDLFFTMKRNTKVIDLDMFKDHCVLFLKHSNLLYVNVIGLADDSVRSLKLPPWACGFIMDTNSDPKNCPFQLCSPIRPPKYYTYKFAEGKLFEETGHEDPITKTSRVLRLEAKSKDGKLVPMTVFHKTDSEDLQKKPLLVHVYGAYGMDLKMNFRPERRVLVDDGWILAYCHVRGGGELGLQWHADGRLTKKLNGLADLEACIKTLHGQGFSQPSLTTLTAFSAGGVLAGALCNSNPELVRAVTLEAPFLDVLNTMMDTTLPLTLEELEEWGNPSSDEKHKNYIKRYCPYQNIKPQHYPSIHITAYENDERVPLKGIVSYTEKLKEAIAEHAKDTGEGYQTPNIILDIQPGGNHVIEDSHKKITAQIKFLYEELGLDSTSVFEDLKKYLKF
PAFAH2 inh = PAFAH2 (human) inhibition | Q99487 | recombinant PAFAH2, FP-rhodamine activity probe, fluorescence polarization | inhibition, % at 3.39 µM | 340,000 tested, 0.99% active;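 active means inhibition above the mean over all tested compounds plus 3 SD, cut at about 30% in these data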;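 further: inhibitors block probe labeling of enzyme so polarization drops; 0% = enzyme with DMSO and 100% = wells lacking PAFAH2 protein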
LYPLA2 inh = counter-screen for PME1 inhibitors: inhibitors of human LYPLA2. inhibition, % at 5.9 µM. O95372. 320,000 tested, 0.38% active. recombinant LYPLA2, FP-Rh probe fluorescence polarization;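 active means inhibition above the screen-wide mean plus 3 SD, limit set per campaign, cut at about 26% in these data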;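 further: 0% = LYPLA2 with DMSO and 100% = wells lacking LYPLA2 enzyme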
LYPLA1 counter = blocks human lysophospholipase 1, a PME1 counter-screen; recombinant LYPLA1, FP-Rh probe fluorescence polarization; inhibition, % at 5.9 µM; 320,000 tested, 0.16% active; AID 2174;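 active means inhibition above the mean of all tested compounds plus 3 SD, set per campaign, cut at about 14% in these data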;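 further: inhibitors block serine hydrolase probe labeling of LYPLA1 so polarization falls; 0% = enzyme with DMSO and 100% = wells lacking LYPLA1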
PAFAH1B3 inh = blocks human PAF acetylhydrolase 1B catalytic subunit 3 | Q15102 | recombinant PAFAH1B3, FP-rhodamine probe, fluorescence polarization | inhibition, % at 3.39 µM | 340,000 tested, 0.28% active;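 active means inhibition above the screen-wide average of all tested compounds plus 3 SD, cut at about 25% in these data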;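 further: 0% = enzyme with DMSO only and 100% = wells lacking PAFAH1B3 protein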
Target sequence (Q15102 whole entry, looked up): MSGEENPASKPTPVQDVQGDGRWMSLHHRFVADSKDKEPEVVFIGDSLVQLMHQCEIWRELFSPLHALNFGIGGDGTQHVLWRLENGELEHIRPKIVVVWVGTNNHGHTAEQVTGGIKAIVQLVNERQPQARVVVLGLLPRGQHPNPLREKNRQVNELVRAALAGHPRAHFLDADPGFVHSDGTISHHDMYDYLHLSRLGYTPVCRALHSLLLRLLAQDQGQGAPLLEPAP
pPAFAH FP inh = pPAFAH (human) enzyme inhibition; Q13093; recombinant pPAFAH, FP-rhodamine probe fluorescence polarization; inhibition, % at 3.39 µM; 330,000 tested, 1.5% active; AID 463082;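 active means inhibition above the mean inhibition across the screen plus 3 SD, cut at about 25% in these data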;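 further: inhibitors block binding of the rhodamine activity-based probe so polarization drops; 0% = enzyme with DMSO and 100% = wells lacking pPAFAH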
PAFAH1B2 inh = blocks human PAF acetylhydrolase 1b catalytic subunit 2; P68402; recombinant PAFAH1B2, FP-rhodamine activity probe, fluorescence polarization; inhibition, % at 3.39 µM; 340,000 tested, 1.2% active; AID 492953;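 active means inhibition above the mean of all tested compounds plus 3 SD, cut at about 24% in these data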;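 further: 0% = enzyme with DMSO and 100% = wells lacking PAFAH1B2; many of its hits are not listed in these tables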
* hit, by the source's call; . = not tested or not shown; & = joins results of further samples.

Under each structure – EBNA-1 inhibitor	ZTA DNA inh	PREPL inhibitor	PAFAH2 inh	LYPLA2 inh	LYPLA1 counter	PAFAH1B3 inh	pPAFAH FP inh	PAFAH1B2 inh
CCOc1ccc(N2C(=O)CC(SC(=NC)Nc3ccc(F)cc3)C2=O)cc1 (centres undefined)
  2	9	13	4	0	-3	-1	3	0
O=C(c1ccccc1)N1CCN(c2ncnc3c(-c4ccccc4)nsc23)CC1
  -8	-30	3	11	8	2	3	2	0
CCOc1cccc(C(=O)N(Cc2ccco2)C2CCS(=O)(=O)C2)c1 (centres undefined)
  -6	5	-3	-4	8	3	-3	2	8
CCCCc1ccc(S(=O)(=O)NCCCN2CCCC2=O)cc1
  2	10	8	4	0	3	4	28*	8
C[C@@H]1[C@H]2[C@@H]3CC[C@@H](C3)[C@H]2CN[C@H]1c1cn(Cc2ccccc2)c2ccccc12
  .	.	.	1	.	.	1	6	1
CSCCNC(C)=O
  -8	-7	3	.	0	-1	.	-10	.
CC(=O)Nc1c([N+](=O)[O-])cc2[nH]c(=O)[nH]c2c1[N+](=O)[O-]
  -7	1	13	4	2	-2	3	-2	1
O=C(Cc1noc2ccccc12)Nc1ccccn1
  6	-1	4	-2	-1	0	-1	-4	-2
CC(C)(C)c1ccc(C(=O)NCC(=O)OCC(=O)Nc2nc(-c3ccc(F)cc3)cs2)cc1
  1	6	-28	-28	-47	-28	0	-8	3
Cc1ccccc1OCC(=O)OCC(=O)NCc1ccccc1
  .	-7	13	-4	7	4	6	6	2
CCc1cccc(NC(=O)c2sc3nc4n(c(=O)c3c2C)CCC4)c1
  11	-3	9	3	8	-4	3	1	5
O=C1CC(c2ccco2)CC(O)=C1C=Nc1ccccc1-c1ccccc1 (centres undefined)
  1	-3	34	4	5	1	3	8	8
COC(=O)c1nnc(-c2ccccc2)nc1OC
  1	0	-9	1	-2	1	-4	-3	0
COc1ccc(/C=C(/NC(=O)c2ccco2)C(=O)N2CCCC2=O)cc1
  -3	10	20	0	-6	-3	2	0	5
Cc1ccc(C(=O)N/C(=C\c2cccs2)C(=O)NCC2CCCO2)cc1C (centres undefined)
  11	15	-4	3	0	1	6	1	2
CC(=O)N1CCc2cc(S(=O)(=O)NCCCOC(C)C)ccc21
  -13	14	-7	5	-2	-3	1	3	2
CC(Sc1ccccn1)C(=O)Nc1ccc2c(c1)OCCO2 (centres undefined)
  .	-6	-2	2	4	-2	3	1	10
COc1ccc(CNC(=O)C2C3C=CC4(CN(Cc5cccnc5)C(=O)C24)O3)cc1 (centres undefined)
  -13	15	0	0	1	-1	8	1	6
COc1ccccc1CO/N=C/NC(=O)c1c(OC)ccnc1Oc1ccc(F)cc1
  2	-10	6	5	-6	-1	12	-3	3
O=C(COc1ccc2c(c1)OCO2)Nc1nccs1
  -13	-8	-7	-1	0	-1	7	0	7
CC1CCCCC1NC(=O)COc1ccccc1C#N (centres undefined)
  .	1	-2	13	-2	0	6	-2	7
O=C(O)/C=C/C(=O)NNC(=O)c1ccccc1Br
  7	3	-15	7	24	-3	2	2	0
O=C(Nc1cnc2ccccc2c1)c1cccc(-n2cnnn2)c1
  -6	-2	6	7	-2	-6	5	-1	0
O=C(CCc1ccc(S(=O)(=O)N2CCOCC2)cc1)Nc1ccc2c(c1)OCCO2
  6	2	0	3	3	2	-2	6	-1
COc1ccc(C(=O)COC(=O)CCNS(=O)(=O)c2ccc(NC(C)=O)cc2)c(OC)c1
  5	12	-1	4	6	1	3	2	0
COc1ccc(C(=O)Nc2ccc3c(c2)OCCO3)cc1[N+](=O)[O-]
  6	6	-4	0	0	3	4	2	3
O=C(O)c1ccc(N2CCN(C(c3ccccc3)c3ccccc3)CC2)c([N+](=O)[O-])c1
  -2	9	-3	0	6	0	2	4	8
CN(C)c1ccc(/C=C2\NC(=S)N(Cc3ccccc3)C2=O)cc1
  -5	-21	36	1	1	-1	-4	17	-2
CCn1c(=O)c2ccccc2n(Cc2ccc([N+](=O)[O-])cc2)c1=O
  1	-7	8	-3	4	-2	4	-4	5
CC(Sc1nccn1C)C(=O)Nc1ccccc1 (centres undefined)
  -10	18	7	4	-8	-2	2	-5	1
O=C(NC1=NCCS1)c1cccc(F)c1
  2	-17	2	.	4	1	.	1	.
O=C(CNC(=O)c1sc2ccccc2c1Cl)NCc1cccnc1
  1	1	5	0	6	1	13	5	4
C#CCOCCOCCOCCNc1nc(N2CCN(C(=O)CCCCCCCCCCNC(=O)[C@H](CCCCN)n3cc(C[C@@H](C)CC)nn3)CC2)nc(N2CCN(C(=O)CCCCCCCCCCNC(=O)[C@@H]([C@H](C)O)n3cc(C)nn3)CC2)n1
  -1	50*	35	5	-6	-5	2	-1	-1
COc1cccc(OCc2cc(C(=O)N3CCCC3c3ccccn3)no2)c1 (centres undefined)
  3	-5	2	2	0	1	5	3	0
COc1ccccc1CNC(=O)C(=O)NCC1CCCN1S(=O)(=O)c1cccs1 (centres undefined)
  2	-10	-2	-5	1	0	5	2	1
COc1ccccc1-c1c(C)oc2cc(OC(=O)c3ccco3)ccc2c1=O
  -2	4	25	5	-1	4	6	5	4
CCC(Sc1nnc(C)s1)C(=O)Nc1nccs1 (centres undefined)
  3	-6	-7	-4	-3	1	-2	3	1
CC(C)N(C(=O)[C@H]1C[C@H](CC(=O)NCCN2CCOCC2)C(=O)N2CCc3c([nH]c4ccc(Cl)cc34)[C@]12C)C(C)C
  .	.	.	-3	.	.	5	4	-1
COc1cc2c(cc1NC(=O)c1cccc(F)c1)CCCC2
  4	-6	11	-3	12	0	-5	4	4
COc1cccc(NC(=O)c2ccc(-n3cccn3)nc2)c1
  -4	2	-6	-8	-5	0	4	-4	2
CCOC(=O)C1=C(C)NC(C)=C(C(=O)OCC)C1C(=O)OCC(=O)N1CCC(C)CC1
  -14	-7	1&2	2&-1	-6	3	10&3	1&3	-1&-2
CCOC(=O)c1[nH]c2ccc(OC)cc2c1C
  8	13	1	3	5	1	6	1	-3
CCCc1nc(SCC(=O)NC2CC2)c2c(C)c(C)sc2n1
  -6	-3	3	24	-1	3	-6	1	7
COc1ccc(NC(=O)CN(C)C(=O)CSCc2c(C)noc2C)cc1
  -11	9	3	-1	-5	1	-2	5	3
COc1ccc(NC(=O)CCOc2ccc(C)cc2)cc1S(=O)(=O)N1CCCCC1
  .	2	23	-12	-3	-6	3	-1	0
CC(C)C(NC(=O)c1c(F)cccc1F)C(=O)NCC(c1ccccc1)N(C)C (centres undefined)
  -6	-3	-3	2	5	1	-1	6	2
CSc1ccc(S(=O)(=O)Nc2ccc(N3CCOCC3)c(Cl)c2)cc1
  5	2	1	-2	2	0	-3	4	5
C=C1CC(C(=O)N/N=C/c2ccc(O)cc2)C1
  0	-21	4	-7	-2	-2	14	-1	6
Cc1nn(-c2ccc(F)cc2)c(C)c1CN1CCN(CCc2ccccc2)C(CCO)C1 (centres undefined)
  4	0	-4	1	5	3	6	3	6
CCOC(=O)Cc1csc(NC(=S)NC(=O)CC(C)C)n1
  3	-8	-7	1	1	1	7	-2	-4
Cc1cc(C)c(S(=O)(=O)n2c([N+](=O)[O-])cnc2C)c(C)c1
  -14	11	-7	-1	-1	-1	0	1	-1
Cc1c(C(=O)/C=C/N(C)C)nnn1-c1ccc(Cl)cc1Cl
  11	-14	1	11	3	0	1	0	5
COc1ccc(NC(=O)c2ccc(C(=O)Nc3ccc(OC)cc3OC)cc2)c(OC)c1
  56*	-7	23	-1	-7	-2	2	1	3

Shown with bars between the fields: 12 of the compounds above
SMILES | EBNA-1 inhibitor | ZTA DNA inh | PREPL inhibitor | PAFAH2 inh | LYPLA2 inh | LYPLA1 counter | PAFAH1B3 inh | pPAFAH FP inh | PAFAH1B2 inh
CC(C)N(C(=O)[C@H]1C[C@H](CC(=O)NCCN2CCOCC2)C(=O)N2CCc3c([nH]c4ccc(Cl)cc34)[C@]12C)C(C)C | . | . | . | -3 | . | . | 5 | 4 | -1
COc1cc2c(cc1NC(=O)c1cccc(F)c1)CCCC2 | 4 | -6 | 11 | -3 | 12 | 0 | -5 | 4 | 4
COc1cccc(NC(=O)c2ccc(-n3cccn3)nc2)c1 | -4 | 2 | -6 | -8 | -5 | 0 | 4 | -4 | 2
CCOC(=O)C1=C(C)NC(C)=C(C(=O)OCC)C1C(=O)OCC(=O)N1CCC(C)CC1 | -14 | -7 | 1&2 | 2&-1 | -6 | 3 | 10&3 | 1&3 | -1&-2
CCOC(=O)c1[nH]c2ccc(OC)cc2c1C | 8 | 13 | 1 | 3 | 5 | 1 | 6 | 1 | -3
CCCc1nc(SCC(=O)NC2CC2)c2c(C)c(C)sc2n1 | -6 | -3 | 3 | 24 | -1 | 3 | -6 | 1 | 7
COc1ccc(NC(=O)CN(C)C(=O)CSCc2c(C)noc2C)cc1 | -11 | 9 | 3 | -1 | -5 | 1 | -2 | 5 | 3
COc1ccc(NC(=O)CCOc2ccc(C)cc2)cc1S(=O)(=O)N1CCCCC1 | . | 2 | 23 | -12 | -3 | -6 | 3 | -1 | 0
CC(C)C(NC(=O)c1c(F)cccc1F)C(=O)NCC(c1ccccc1)N(C)C (centres undefined) | -6 | -3 | -3 | 2 | 5 | 1 | -1 | 6 | 2
CSc1ccc(S(=O)(=O)Nc2ccc(N3CCOCC3)c(Cl)c2)cc1 | 5 | 2 | 1 | -2 | 2 | 0 | -3 | 4 | 5
C=C1CC(C(=O)N/N=C/c2ccc(O)cc2)C1 | 0 | -21 | 4 | -7 | -2 | -2 | 14 | -1 | 6
Cc1nn(-c2ccc(F)cc2)c(C)c1CN1CCN(CCc2ccccc2)C(CCO)C1 (centres undefined) | 4 | 0 | -4 | 1 | 5 | 3 | 6 | 3 | 6

Some of the compounds tested; count on the stated rates, not on these rows.
